DRD3 antagonist – qHTS of D3 Dopamine Receptor Antagonist: qHTS; D(3) dopamine receptor (Homo sapiens), P35462; D3R cells, DiscoveRx beta-arrestin luminescence, antagonist mode; active compounds read low; max response, negative = inhibition, %; hit rate 2.5% among 360,000; AID 652054, 2013; in the data active = max response below about -50%; inconclusive = no clear call, values can overlap the other calls; also: % is scaled to controls: 0 for no effect and ±100 for the full control effect; mostly tested at two doses, the higher about 12 µM
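Cells plated overnight at 1500 cells/well, then exposed to library compounds with dopamine controls for 90 minutes at 37 degrees C. DiscoveRx reagent added for 30–60 minutes at room temperature; luminescence read, quantitative HTS format.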
GLP1R cytotox – qHTS of GLP-1 Receptor Inverse Agonists: Cytotox Screen; HEK293 cAMP-luciferase reporter cells, luminescence, 24 h; Potency, µM (series often up to 38.3 µM), for inactives: at the highest dose activity change, negative = inhibition, hits mostly inhibitors; hit rate 0.13% among 410,000; AID 624418, 2012;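 also: loss of luciferase light is scored as toxicity; potency is read from the fitted curve at half-maximal effect; % is scaled to controls: 0 for no effect and ±100 for the full control effect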
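Cells in DMEM/10% Nu serum/1% pen-strep, 1536-well format. Pre-incubated 12 h, dosed with 23 nL compound, incubated a further 24 h. Luciferase detection, 12 min at room temp, luminescence.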
TDP43 rescue – qHTS of TDP-43 Inhibitors. TDP-43 expressing yeast growth rescue, BacTiter-Glo, 24 h. Potency, µM (doses to about 46.1 µM), inactives show at the highest dose growth rescue (activation), hits mostly activators. hit rate 1.8% among 410,000. AID 652104, 2013; also: potency is read from the fitted curve at half-maximal effect; % of control where 0% means no effect; nearly all actives have a fitted effect of over 50% in size
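Cell-based yeast growth screen: TDP-43 expression induced in galactose, inoculum OD600=0.02 after raffinose pregrowth to mid-log. Read-out BacTiter-Glo luminescence at 24 hr, 30 deg C; inhibition of toxicity seen as signal increase.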
GLP-1R inv ag – qHTS of GLP-1 Receptor Inverse Agonists (Inhibition Mode). Glucagon-like peptide 1 receptor (Homo sapiens), P43220. HEK293 GLP-1R CRE-luciferase, luminescence, 24 h; GLP-1R form is constitutively active. Potency, µM (titrated, usually from 38.3 µM), inactives show top-dose activity change, negative = inhibition, most hits filed as inhibitors. hit rate 1.6% among 410,000. AID 624417, 2012; also: potency is read from the fitted curve at half-maximal effect; % is scaled to controls: 0 for no effect and ±100 for the full control effect; nearly all actives have a fitted effect of over 55% in size
Target sequence (P43220 whole entry, looked up): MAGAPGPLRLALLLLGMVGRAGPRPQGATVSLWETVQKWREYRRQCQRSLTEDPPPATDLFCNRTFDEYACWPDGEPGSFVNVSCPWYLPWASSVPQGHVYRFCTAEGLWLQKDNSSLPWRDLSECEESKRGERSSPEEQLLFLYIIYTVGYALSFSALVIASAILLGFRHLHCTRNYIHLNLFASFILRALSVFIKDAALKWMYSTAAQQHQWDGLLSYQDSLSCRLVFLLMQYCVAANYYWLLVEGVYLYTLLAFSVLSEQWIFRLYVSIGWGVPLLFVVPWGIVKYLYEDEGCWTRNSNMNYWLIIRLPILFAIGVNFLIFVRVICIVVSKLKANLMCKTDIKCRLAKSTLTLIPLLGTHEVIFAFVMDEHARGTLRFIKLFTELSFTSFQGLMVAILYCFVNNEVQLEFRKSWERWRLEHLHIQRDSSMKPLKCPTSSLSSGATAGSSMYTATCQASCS
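GLP-1R inverse agonism mode: basal reporter luminescence in engineered HEK293 cells measured after one day of compound exposure at 37 deg C, with a 12 min room-temperature detection step.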
GLP1R ag – qHTS of GLP-1 Receptor Agonists; Potency, µM (top dose mostly 45.6 µM), for inactives: at the top dose activation, usual class: activators; hit rate 0.007% among 380,000; Glucagon-like peptide 1 receptor (Homo sapiens), P43220; HEK293 GLP-1R CRE-luciferase, luminescence, 4-6 h; cells express a hypersensitive GLP-1R form; also: potency is read from the fitted curve at half-maximal effect; % of control where 0% means no effect
PTHR1 ag – qHTS for PTHR1 Agonists: Primary Screen; Parathyroid hormone/parathyroid hormone-related peptide receptor (Homo sapiens), Q03431; Potency, µM (doses to about 115 µM), for inactives: at the top dose activation, most hits filed as activators; AID 743266, 2014; HEK293 GP2 PTHR1 cells, GloSensor cAMP luminescence, 1 h; hit rate 0.075% among 410,000; also: potency is read from the fitted curve at half-maximal effect; nearly all actives have a fitted effect of over 55% in size; some results filed as inactive show a strong effect at the top dose; inactives centre near -15; many of its hits are not listed in these tables
Target sequence (Q03431 whole entry, looked up): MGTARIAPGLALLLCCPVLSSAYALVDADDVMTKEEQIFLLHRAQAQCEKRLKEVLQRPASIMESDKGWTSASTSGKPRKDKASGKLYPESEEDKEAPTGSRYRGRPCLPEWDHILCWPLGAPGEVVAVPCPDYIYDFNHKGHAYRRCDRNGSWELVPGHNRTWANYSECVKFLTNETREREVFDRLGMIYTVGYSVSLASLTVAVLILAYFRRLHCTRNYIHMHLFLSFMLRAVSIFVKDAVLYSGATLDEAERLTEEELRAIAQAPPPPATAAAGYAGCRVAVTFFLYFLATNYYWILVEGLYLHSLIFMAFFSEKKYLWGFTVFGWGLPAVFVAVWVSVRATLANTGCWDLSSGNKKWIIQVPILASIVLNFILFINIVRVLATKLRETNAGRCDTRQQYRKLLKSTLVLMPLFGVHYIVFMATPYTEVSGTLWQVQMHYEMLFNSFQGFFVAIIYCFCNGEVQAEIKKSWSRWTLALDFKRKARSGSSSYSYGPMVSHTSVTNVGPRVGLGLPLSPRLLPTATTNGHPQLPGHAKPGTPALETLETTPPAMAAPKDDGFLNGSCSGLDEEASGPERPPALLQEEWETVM
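HEK-293-derived GP2 cells expressing PTHR1 and a GloSensor cAMP reporter, 3,000/well, plated overnight, given luciferin plus IBMX (each 0.5 mM as added) for 1 h at 37 °C, then compound for 1 h at 37 °C. Luminescence was read after 15 min at room temperature.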
KB-V1 cytotox – qHTS assay for MDR1-selective chemotherapeutics: Primary screen using the drug-selected MDR subline cells KB-V1 | AID 1347076, 2019 | KB-V1 MDR cells viability, CellTiter-Glo, 72 h | hit rate 3.4% among 400,000 | Potency, µM (highest dose often 46.1 µM), inactives show at the highest dose activity change, negative = cytotoxicity, actives largely listed as cytotoxic; also: potency is read from the fitted curve at half-maximal effect; % is scaled to controls: 0 for no effect and ±100 for the full control effect; nearly all actives have a fitted effect of over 60% in size
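Readout: CellTiter-Glo luminescence, 10 min after addition. Cells: KB-V1 MDR subline, 72 h at 37 degrees C with compound. Analysis: corrected, normalized data fitted to concentration-effect curves.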
aSyn yeast inh – qHTS of alpha-syn Inhibitors; Potency, µM (doses to about 46.1 µM), without a hit: top-dose growth rescue (activation), actives largely listed as activators; AID 652106, 2013; Yeast expressing alpha-synuclein, growth rescue, BacTiter-Glo, 24 h; hit rate 0.14% among 370,000; also: potency is read from the fitted curve at half-maximal effect; % of control where 0% means no effect; nearly all actives have a fitted effect of over 65% in size
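Rescue of yeast growth: cells expressing toxic alpha-synuclein, induced in galactose at OD600 0.02, incubated with compound 24 h at 30 C. ATP luminescence quantified growth; inhibitors of toxicity appear as activators.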
DRD3 agonist – qHTS of D3 Dopamine Receptor Agonist: qHTS; D3R DiscoveRx beta-arrestin cells, luminescence, 90 min; max activation, %; hit rate 0.58% among 410,000; in the data active = max activation above about 30%; also: 0% is about no effect; mostly tested at two doses, the higher about 12 µM
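Agonist mode: compounds and dopamine controls were applied to plated cells for 90 min at 37 degrees C after an overnight attachment at 1500 cells/well. Luminescent read-out followed 30 - 60 minutes at room temperature with DiscoveRx detection reagent.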
* hit, by the source's call; i = inactive; ? = inconclusive; . = no result given; & = joins results of further samples; [ ] = remark or other dose. Unless noted, calls follow the shape of the dose curve; as a rule, active = well fitted curve in the direction sought with a large enough effect; inconclusive = small, poorly fitted or top-dose-only effect, or another doubt; inactive = no such curve, though single readings can be large; an effect the other way counts as inactive or inconclusive. A portion of the library; count on the stated rates, not on these rows.

Each structure is followed by: DRD3 antagonist | GLP1R cytotox | TDP43 rescue | GLP-1R inv ag | GLP1R ag | PTHR1 ag | KB-V1 cytotox | aSyn yeast inh | DRD3 agonist
COc1cccc(C(C(=O)NC(C)(C)C)N(Cc2ccc(F)cc2)C(=O)CCC(=O)Nc2cc(C)on2)c1OC (stereo not given)
→ 4.7 | -3.3% | 13.0% | -21.1% | 3.1% | i | ? | 0.4% | -4.5
COC(=O)c1sc2ccccc2c1-n1cccc1C(=O)C(=O)Nc1ccc(OC)cc1
→ -12.0 | -22.3% | 21.1% | ? | -16.1% | i | 8.2µM* | 12.3% | 4.2
C/C(=N\NC(=O)c1ccccc1Br)c1ccc(N2CCOCC2)cc1
→ 17.2 | -5.9% | 2.8% | 8.8% | 7.5% | i | ? | 5.7% | -1.2
O=C(NC1CC2CCCC(C1)N2C(=O)Nc1ccccc1F)C1CC1 (stereo not given)
→ 9.5 | -10.1% | -12.0% | 36.1%[activator] | 4.2% | i | 16.2% | -4.5% | 11.6
Cc1cccnc1NC1(C(F)(F)F)N=C2SCCN2C1=O (stereo not given)
→ -4.5 | -0.9% | -8.4%[9.22 µM] | 8.5% | 6.9% | -24.6% | 9.1% | -1.4% | -4.5
COc1ccc(CNC(=O)C(C)Sc2ccc(C)cc2)cc1 (stereo not given)
→ 3.4 | 1.2% | -0.9%[9.22 µM] | ? | 14.1% | -2.0% | -13.6% | -6.5% | 3.2
Oc1ccc(C2=Nn3c(nnc3-c3ccco3)SC2)cc1O
→ -24.6 | 11.1% | -10.6% | 24.1% | 13.7% | -47.1%[inhibitor][57.5 µM] | -16.7% | 1.3% | 0.7
CCOC(=O)Cc1ccc(NC(=O)NCc2c(-n3cccc3)sc3c2CCCC3)cc1
→ . | -7.4% | 9.9%[9.22 µM] | -23.0% | . | i | 12.7% | . | -7.4
Cc1ccc2oc(=S)n(C)c2c1
→ -16.3 | 17.7% | 0.5% | -8.2% | 1.3% | i | 9.8% | 2.1% | -9.6
CCn1c(SCC(=O)Nc2cc(OC)c(OC)c(OC)c2)nnc1-c1cccs1
→ -12.5 | -4.3% | -28.1% | 10.7% | 9.4% | 4.2%[57.5 µM] | ? | -1.8% | -1.1
OCCNc1nc(NCc2ccccc2)c2ccccc2n1
→ 3.3 | -17.0% | -1.7% | ? | 2.0% | i | -28.8% | -2.8% | 0.8
O=C(NCc1cccc(Cl)c1)c1cccc2c(-c3cccnc3)coc12
→ 23.5 | -12.7% | 17.8µM* | ? | -0.4% | -94.2%[inhibitor] | -8.0% | 16.6% | -0.5
O=C(CN1CCN(c2ccccc2F)CC1)NC(=O)NCc1ccccc1
→ -14.3 | 1.4% | -3.5% | -3.6% | 10.8% | -18.7% | 5.5% | -4.6% | -1.2
CCOC(=O)c1c(N)n(C2CC(C)(C)NC(C)(C)C2)c2nc3ccccc3nc12
→ 1.6 | 251.0%[activator] | -2.0% | 0.0% | -9.5% | i | 3.9% | -0.4% | 1.0
COc1cc(NC(=O)CSc2nc(-c3ccccc3)no2)cc(OC)c1
→ . | 5.1% | 15.7% | 6.0% | . | i | . | . | 0.3
COc1cc2nc(C3CCC3)nc(N3CCN(c4ccccn4)CC3)c2cc1OC
→ 10.9 | 6.5%[1.53 µM] | 5.7% | 103.7%[activator] | 28.9% | -23.4% | ? | -5.2% | 2.6
COc1cc(C2c3c(-c4cc(C)ccc4O)n[nH]c3C(=O)N2Cc2ccco2)cc(OC)c1OC (stereo not given)
→ . | -3.3% | 8.6% | 0.5% | . | i | . | . | 13.4
O=S(=O)(/N=S1/CC=CCN1S(=O)(=O)c1ccccc1)c1ccccc1 (stereo not given)
→ -8.3 | 2.2% | 23.9% | 9.9% | -14.6% | -32.8%[inhibitor][57.5 µM] | -3.2% | -28.8% | 3.5
CCOc1cccc(CC(=O)N2CCc3c([nH]c4ccccc34)C2c2ccc(C)cc2)c1OCC (stereo not given)
→ . | -2.7% | 2.5% | 10µM* | . | i | . | . | 6.5
CCn1cc(S(=O)(=O)NCc2ccc(OC)cc2)cn1
→ 15.8 | -5.9% | 5.9% | 1.9% | -1.6% | -22.0% | 23.2% | 1.1% | 0.7
O=C(CSc1nnc(-c2ccncc2)n1Cc1ccccc1)NCCc1ccccc1
→ 0.0 | 1.1% | -10.7% | -23.3% | 15.2% | -13.0%[57.5 µM] | -10.6% | -9.5% | -8.4
CCOC(=O)c1c(S(=O)(=O)NC2CCN(C(=O)OCC)CC2)c(C)n(C)c1C
→ 6.2 | 5.5% | 5.4% | 10.9% | -8.2% | i | 3.2% | -5.5% | 9.3
CSCCNCc1c(C(=O)N2CCOCC2)nc2c(C)cccn12
→ 0.0 | 16.5% | 0.3% | 43.2%[activator] | 4.7% | i | 0.0% | -2.1% | -5.2
CC(C)(O)C#Cc1ccc(CN2CCN(Cc3ccsc3)C(CCO)C2)s1 (stereo not given)
→ -1.2 | -4.4% | -9.1%[0.397 µM] | -23.6% | 19.9% | -2.5% | 9.6% | -2.0% | 1.0
Cc1nn(C)cc1CN1CCC(n2nccc2NC(=O)CCCc2ccccc2)CC1
→ -17.5 | 6.0% | -16.5% | 16.6% | -2.6% | i | 17.7% | -4.9% | -10.0
COC(=O)c1cc2occc2n1Cc1nc(-c2ccc(C)cc2)oc1C
→ . | -0.5% | 10.7% | ? | . | -6.5% | -14.7% | . | -4.6
CCCNC(=O)C1(CC2CC(c3ccccc3)=NO2)CCN(C(=O)C2(C)CC2)CC1 (stereo not given)
→ -15.2 | -9.6% | -0.6% | 9.4% | 7.7% | -7.7% | ? | 3.1% | 0.5
COc1ccc(NC(=O)NNS(=O)(=O)c2ccc(OC)c(OC)c2)c(OC)c1
→ -16.9 | 8.9% | -11.9% | -14.2% | 0.8% | -57.3%[inhibitor] | . | -5.0% | 3.7
CC(C)c1ccc2[nH]c3nc(SCC(=O)N4CCOCC4)nnc3c2c1
→ 37.7 | -17.0% | -19.1%[0.397 µM] | -6.3% | 17.5% | -14.2% | 20.7% | -3.7% | 17.8
CCN(CC)S(=O)(=O)c1ccc2c(c1)nc(CCC(=O)OCC(=O)Nc1c(F)cccc1F)n2C
→ -3.5 | 0.3% | 8.3% | -8.1% | 4.0% | i | 7.1% | 4.9% | -1.5
Cc1c(C=O)c2ccccn2c1C(=O)c1ccc(F)cc1
→ -16.8 | 2.6% | -25.0% | 21.4% | 0.1% | -22.4% | -5.0% | 15.8µM* | 13.9
COc1ccc(CCNC(=O)c2cccc(S(=O)(=O)N3CCCC3)c2)cc1OC
→ -13.7 | 3.2% | 1.3% | -1.2% | 1.3% | ? | 13.8% | -9.7% | -4.3
CCOC(=O)c1nn(-c2ccccc2)c(=O)cc1SC(C)CC (stereo not given)
→ 19.2 | -6.6% | 6.1% | -3.7% | 9.4% | 4.1%[57.5 µM] | ? | 1.4% | 7.8
COc1cccc(CNC(=O)c2cccc(NC(=O)C3=C(C)OCCS3)c2)c1
→ 10.2 | 1.1% | 0.0% | 15.8% | 12.1% | -36.6%[inhibitor] | -12.1% | -1.9% | 1.6
COCCCn1c(=O)c2ccccc2n(Cc2cc(C(=O)OC)ccc2OC)c1=O
→ 2.4 | -29.3% | 6.5% | 29.0% | 13.6% | -12.9% | -11.0% | 12.8% | 0.4
Cc1nc2c3ccccc3nc(NNC(=O)CCC(=O)NCCC(C)C)n2n1
→ 20.4 | 7.4% | 2.1% | 16.1% | 3.2% | -4.0% | 24.7% | 0.4% | 8.8
CC(C)c1c(C(=O)N/N=C/c2ccoc2)nnn1-c1nonc1N
→ 0.8 | 7.9% | -1.1% | 13.1% | 3.2% | -89.4%[inhibitor] | -18.3% | -11.1% | 0.8
c1ccc(C2NCCNC2c2ccccc2)cc1 (stereo not given)
→ -7.5 | -2.8% | 3.5% | 12.6% | -0.5% | i | 0.8% | -5.4% | -1.1
COc1cc(C)c(C)cc1S(=O)(=O)N1CCCCC1c1cccnc1 (stereo not given)
→ -6.5 | -9.3% | 3.8% | -18.9% | 5.0% | -10.1% | -10.5% | 5.2% | -3.7
CCCNC(=O)c1ccccc1N1CCN(CCCCN2C(=O)C3CCCCN3C2=O)CC1 (stereo not given)
→ -72.3* | 4.1% | 8.0% | 14.6% | -5.8% | -7.1% | -22.0% | 0.0% | -7.8
O=C(NCc1cc(F)cc(C(F)(F)F)c1)C1CCC(=O)N(C2CCCC2)C1 (stereo not given)
→ 11.5 | -4.6% | 7.1% | 15.7% | -4.3% | i | -8.1% | 5.8% | 3.1
O=C(N/N=C/C1CC2C=CC1C2)c1ccccc1O (stereo not given)
→ -1.0 | 4.1% | 10.8% | 2.9% | -4.5% | 25.1% | 16.6% | -6.8% | -3.0
COc1ccc(Cn2c(CCC(=O)Nc3ccc(C)cc3)nc3cccnc32)cc1
→ 24.5 | -14.2%&-0.8% | ? | ? | 6.9% | -10.2%&-23.7% | ? | 1.8% | -6.3&-0.6

Compound activity from PubChem.
